High-throughput results deposited in PubChem by Sanford-Burnham Center for Chemical Genomics.
APJ antagonist = APJ receptor antagonism; CHO-K1 APJ beta-arrestin complementation, luminescence; 0.32% of 330,000 active; inhibition, % at 20 µM; P35414;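 active = inhibition above about 40% at 20 µM, limit read from the data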;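 also: cells challenged with 10 nM apelin-13 agonist together with compound; plate controls were apelin-13 plus DMSO wells for no effect and DMSO wells lacking apelin-13 for full effect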
Target sequence (P35414 whole entry, looked up): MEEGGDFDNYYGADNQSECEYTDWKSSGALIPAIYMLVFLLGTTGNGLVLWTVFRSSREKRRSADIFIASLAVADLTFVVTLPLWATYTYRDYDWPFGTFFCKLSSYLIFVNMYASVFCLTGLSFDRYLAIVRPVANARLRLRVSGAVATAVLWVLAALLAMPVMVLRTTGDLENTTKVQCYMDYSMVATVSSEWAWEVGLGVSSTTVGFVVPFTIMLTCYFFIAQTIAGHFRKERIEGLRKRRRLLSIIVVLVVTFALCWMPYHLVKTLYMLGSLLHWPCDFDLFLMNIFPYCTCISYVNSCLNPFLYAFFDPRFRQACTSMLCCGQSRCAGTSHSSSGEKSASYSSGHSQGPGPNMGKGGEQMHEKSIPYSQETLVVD
tim23-1 inh = inhibits growth of tim23-1 mutant yeast; S. cerevisiae tim23-1 growth, BacTiter-Glo luminescence, 24 h; 1.3% of 330,000 active; inhibition, % at 20 µM;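 active = growth inhibition of the mutant yeast at or above 50%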;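 also: temperature-sensitive mutant grown at 25 °C; plate controls were DMSO-treated mutant yeast for no effect and medium wells lacking yeast for full effect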
CXCR6 block = inhibitors of human CXCR6 receptor; O00574; CHO-K1 PathHunter CXCR6 beta-arrestin, luminescence; inhibition, % at 20 µM; 0.36% of 360,000 active; AID 602244; in the data active = inhibition above about 34%, passing the limit was not always enough;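 also: antagonist mode with CXCL16 agonist at 10 nM final; 0% = 10 nM CXCL16 with DMSO and 100% = unstimulated wells without agonist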
CCR6 antag = antagonists of human CCR6 receptor. 0.49% of 340,000 active. AID 493098. inhibition, % at 20 µM. CHO-K1 CCR6 PathHunter beta-arrestin, luminescence, CCL20-stimulated. P51684;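 active = compounds whose inhibition of the agonist-driven luminescence signal at 20 µM reaches about 50%, limit read from the data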;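 also: cells stimulated with CCL20 at 14 nM final; plate controls were DMSO with CCL20 for no effect and DMSO without agonist for full effect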
Target sequence (P51684 whole entry, looked up): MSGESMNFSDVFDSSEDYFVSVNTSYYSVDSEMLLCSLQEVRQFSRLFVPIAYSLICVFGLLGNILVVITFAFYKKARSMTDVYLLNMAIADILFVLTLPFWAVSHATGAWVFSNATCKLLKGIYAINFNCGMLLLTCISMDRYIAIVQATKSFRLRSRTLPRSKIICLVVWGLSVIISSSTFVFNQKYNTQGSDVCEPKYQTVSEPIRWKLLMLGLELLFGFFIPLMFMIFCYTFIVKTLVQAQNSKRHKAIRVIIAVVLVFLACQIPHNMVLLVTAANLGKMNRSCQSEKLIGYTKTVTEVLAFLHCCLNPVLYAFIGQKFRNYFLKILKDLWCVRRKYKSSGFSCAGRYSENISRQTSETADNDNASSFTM
APJ agonist = activates the human apelin receptor APJ; P35414; CHO-K1 APJ PathHunter beta-arrestin, luminescence; 0% DMSO wells, 100% apelin; activation, % at 20 µM; 0.11% of 330,000 active;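 active = activation more than six SD over the plate average, tested at 20 µM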;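 also: 0% = DMSO alone and 100% = apelin-13 at 10 nM; some results filed as inactive read as strong as hits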
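Assay system – PathHunter CHO-K1 APJ (AGTRL-1) beta-arrestin reporter cells · Compound – one dose, 20 µM compound, 1% DMSO · Timing – compound 90 min 25 °C, reagent 1 h · Measured by – luminescence from split beta-galactosidase complementation, Galacton Star/Emerald II substrate · Measure – beta-arrestin recruitment to APJ as agonist activity, luminescent signal · Benchmarks – DMSO vs Apelin-13 10 nM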
EBI2 antag = EBI2 (human) antagonism; P32249; 0.81% of 360,000 active; EBI2 beta-arrestin recruitment, luminescence, 7a,25-OHC stimulated; AID 651636; inhibition, % at 5 µM; in the data active = inhibition above about 38%;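 also: enzyme fragment complementation signal reports receptor beta-arrestin coupling in cells; 0% = agonist plus DMSO wells and 100% = wells without agonist; some results beyond the cut were filed as inactive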
UPR XBP1 act = activators of adaptive arm of unfolded protein response (XBP1); 0.33% of 330,000 active; AID 463104; activation, % at 20 µM; CHO-XBP1 luciferase reporter, IRE1-XBP1 UPR activation, luminescence; percent of tunicamycin response, DMSO as zero;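 active = versus positive control, 20 µM dose yields 30% or more activation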;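 also: 100% = tunicamycin at 10 µg/mL and 0% = DMSO only wells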
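Material: IRE1-XBP1 luciferase reporter CHO line / Quantity: one thousand reporter cells per well / Buffer or medium: F12 with 10% serum / Compound: 20 µM single concentration, DMSO 1% / Times: 6 h treatment, 37 °C / Detection: Steady-Glo luciferase glow luminescence, 10 min after reagent addition / Benchmarks: tunicamycin high, DMSO low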
Mdm2 MdmX PPI = inhibitors of human Mdm2/MdmX interaction; inhibition, % at 8 µM; O15151+Q00987; SaOS-2 split-luciferase Mdm2/MdmX complementation, luminescence; 3% of 330,000 active; AID 485346;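 active = inhibition of at least 50% at 8 µM in the primary screen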
UPR CHOP act = apoptotic UPR (CHOP) activation. activation, % at 10 µM. 0.34% of 330,000 active. CHO-CHOP luciferase reporter, luminescence; percent of tunicamycin response over DMSO baseline. AID 449763;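 active = at 10 µM dose, activation of 40% or more, normalized to positive control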;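 also: 100% = tunicamycin at 10 µg/mL and 0% = DMSO alone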
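Dosing – one dose, 10 µM in 0.5% DMSO · System – CHO-CHOP cells, stable luciferase reporter of PERK-eIF2a-CHOP signalling · Input – 500 cells/well · Control set – tunicamycin 10 µg/mL final as positive, DMSO-only wells as negative · Timing – 6 h compound treatment, 37 °C · Measure – % activation vs tunicamycin · Technique – luminescence read with Steady-Glo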
* = called active by the depositor; . = no result given.

SMILES | APJ antagonist | tim23-1 inh | CXCR6 block | CCR6 antag | APJ agonist | EBI2 antag | UPR XBP1 act | Mdm2 MdmX PPI | UPR CHOP act
N=c1c2c(n(Cc3ccc(Cl)cc3)c3c1CCC3)CCC2 | 0 | -42 | 4 | -4 | -4 | -6 | -3 | 45 | -0.3
CC(C)Cc1nc(Nc2ccccc2C#N)c2nnn(Cc3ccccc3)c2n1 | -20 | 32 | 5 | 9 | -1 | -6 | -1 | 38 | 1.0
COc1ccc(-c2oc3cccnc3c2C#CC2(O)CCCCC2)cc1 | 1 | 58* | -2 | 9 | 3 | -4 | 7 | 52* | 2.9
COc1cc2nc(-c3cccs3)oc(=O)c2cc1OC | 21 | 0 | 7 | 13 | 0 | 7 | 2 | -5 | 0.3
CCc1cccc2sc(NC(=O)c3ccc(N4C(=O)CCC4=O)cc3)nc12 | 4 | -7 | -1 | 10 | -2 | 0 | 5 | -9 | -1.9
CCCCCC(=O)Nc1cccc(C2=NOC3(C2)C[C@@H](C(N)=O)N(C(=O)C2(C)CC2)C3)c1 (stereo partly specified) | 22 | 9 | -15 | -13 | -5 | -14 | 1 | 27 | -1.4
Cc1cc(NC(=O)Nc2ccccc2)n(-c2ccccc2)n1 | -9 | 11 | -4 | 8 | -3 | -15 | 0 | -33 | -1.2
Cc1sc(-c2ccncc2)nc1OC(=O)c1ccccc1 | 10 | 11 | -1 | 0 | -3 | -18 | 14 | 7 | 1.9
Cc1cccc(C(=O)NNC(=O)CCCCC(=O)NNC(=O)c2cccc(C)c2)c1 | 4 | -10 | -5 | -6 | -3 | -9 | -6 | -7 | -0.5
O=C(NC(=O)c1cnccc1C(F)(F)F)Nc1ccccc1 | -20 | 29 | -3 | 1 | 2 | -10 | -1 | 17 | 2.1
N=c1ccccn1CC(O)COc1ccccc1 (stereo unspecified) | 14 | 2 | 6 | 1 | -1 | 1 | -1 | 11 | -0.9
CN(CCO)c1ccc(C=NNc2ccc([N+](=O)[O-])cc2S(=O)(=O)Nc2ccccc2C(=O)O)cc1 | 1 | 16 | 39 | 62* | -11 | 9 | 1 | 13 | 0.3
O=C(Oc1cccc2ccccc12)c1ccco1 | 12 | 10 | 1 | 8 | -5 | 4 | 4 | -11 | -0.8
COc1ccc(OC)c(/C=N/N2CCN(c3ccc(Cl)cc3)CC2)c1 | -11 | 11 | 7 | -20 | -4 | 5 | 1 | -7 | -0.8
CC(C)OP(C)(=O)CN1CCN(CP(C)(=O)OC(C)C)CC1 (stereo unspecified) | 3 | -11 | -5 | -8 | 0 | -4 | -4 | 11 | -1.8
Clc1cccc2c1Sc1ccccc1CC2N1CCNCC1 (stereo unspecified) | -2 | -45 | -5 | 22 | 0 | -17 | 11 | 66* | 1.4
COc1ccc(OC)c(S(=O)(=O)N2CCCC(C(=O)N3CCOCC3)C2)c1 (stereo unspecified) | 5 | 7 | -5 | 12 | 0 | -7 | -3 | 2 | -0.5
CCNC(=S)N/N=C/c1ccc(F)cc1 | -5 | 4 | . | . | -1 | . | 5 | 14 | 0.3
COc1c2c(nc3ccccc13)OC(C(C)(O)CO)C2 (stereo unspecified) | 21 | 5 | 1 | -4 | -6 | -6 | 0 | 19 | -0.5
O=c1oc2ccccc2c(Nc2ccc(F)cc2)c1[N+](=O)[O-] | 13 | 9 | 3 | 12 | -3 | 1 | -4 | 32 | -0.6
N#CCC(=O)N/N=C/c1cc(Br)ccc1OCc1cccc2ccccc12 | -18 | 40 | -8 | 7 | -3 | 11 | 7 | 39 | 2.9
Cc1nc(NC(=O)CCc2ccccc2)sc1C | 9 | 26 | 10 | 14 | -2 | -9 | 1 | -47 | 3.6
O=C(COC(=O)Cc1ccc(Cl)cc1)NCc1ccco1 | 6 | 3 | -2 | 10 | 0 | 0 | -1 | 4 | 0.2
CCN(C[C@H]1N[C@@](CC)(C(=O)OC)[C@H]2C(=O)N(C)C(=O)[C@@H]12)C(=O)Nc1ccc(Cl)cc1 | -2 | -1 | 0 | -13 | -2 | -5 | -3 | 19 | 3.4
O=[N+]([O-])c1cc(S(=O)(=O)N2CCCCC2)ccc1NCc1cccc(Cl)c1 | 12 | 35 | 11 | 30 | -2 | 15 | -2 | -12 | 0.1
O=C(Cn1cc(C(F)(F)F)ccc1=O)N/N=C/c1ccc(F)cc1 | 11 | 0 | 11 | 1 | 0 | -10 | -1 | 3 | 1.8
Cc1c(-n2c(-c3ccccc3)nc3ccccc3c2=O)c(=O)n(-c2ccccc2)n1C | -11 | 9 | 4 | -7 | 1 | -5 | 0 | -2 | -0.9
COc1cccc(-c2nnc(SCN3C(=O)c4ccccc4C3=O)n2C)c1 | 10 | 32 | 0 | 11 | 2 | 4 | 1 | 13 | 2.2
O=C(COC(=O)c1ccc2c(c1)C(=O)N(Cc1ccncc1)C2=O)Nc1ccccc1[N+](=O)[O-] | -7 | 13 | -3 | -6 | -2 | -1 | -1 | 8 | 0.3
Cc1cc(NC(=O)COC(=O)C2CCN(S(=O)(=O)c3c(Cl)cccc3Cl)CC2)no1 | 5 | 23 | 1 | 19 | -3 | -5 | -6 | 16 | 0.4
OC(COC(c1ccc(Cl)cc1)c1ccc(Cl)cc1)CN1CCCC1 (stereo unspecified) | -3 | 18 | 10 | 11 | -4 | -6 | -1 | 28 | 0.4
COc1ccc(C(=O)NCCS(=O)(=O)N2CCN(C(=O)c3ccco3)CC2)cc1 | -8 | 10 | 3 | 0 | -3 | 7 | -2 | 8 | 1.4
CN1CCN(C(=O)c2cnn(-c3ccccc3)c2NC(=O)c2ccc(Br)cc2)CC1 | 5 | -3 | 1 | 17 | -10 | 1 | -1 | 0 | -0.8
CCOC(=O)c1ccc(NC(=O)C2CCN(S(=O)(=O)c3c(C)nn(C)c3C)CC2)cc1 | 20 | -4 | -2 | 16 | -3 | -2 | 0 | 11 | 0.6
CC1CCN(Cc2nc(-c3ccc(Cl)cc3)no2)CC1 | -24 | 16 | -4 | 0 | 3 | -6 | 4 | -12 | 4.4
Cc1ccccc1NC(=O)Nc1ccccc1C(N)=O | -4 | -2 | 23 | 0 | -3 | -12 | 2 | -11 | -1.9
CN(C)c1ccc(C(=S)N2CCN(c3ccc([N+](=O)[O-])cc3)CC2)cc1 | 10 | -24 | 16 | 5 | -2 | 32 | -5 | 12 | 1.5
CN(C)c1nc(N(C)C)nc(N(C#N)CN2C(=O)c3ccccc3S2(=O)=O)n1 | 20 | -4 | -7 | 10 | -2 | 8 | -1 | 30 | 1.3
OC(CN1CCN(c2ccccc2Cl)CC1)c1ccccc1 (stereo unspecified) | 6 | -13 | -4 | 10 | -1 | 4 | -3 | -6 | 0.4
COc1cc(OC)c(N(C)C(=O)c2cc3c(s2)-c2ccccc2S(=O)(=O)C3)cc1Cl | 14 | -16 | 8 | 15 | -3 | 8 | 0 | 10 | 0.2
Cc1nnc(SCCn2c(N3CCCCC3)nc3c2c(=O)[nH]c(=O)n3C)s1 | -1 | 3 | -2 | 12 | -3 | 1 | -2 | 3 | 1.0
Cc1ccc(NC(=O)c2sccc2C)cc1[N+](=O)[O-] | 15 | 47 | 11 | 8 | -5 | -2 | 2 | -64 | 5.1
Cc1ccc(CC(=O)Nc2nnc(-c3ccc(F)cc3)o2)c(C)c1 | 2 | 1 | -6 | 17 | -1 | 8 | -4 | 21 | 1.2
O=C(OCCOc1cccc(Cl)c1)C1CCN(S(=O)(=O)c2ccccc2)CC1 | 17 | 38 | -2 | 19 | 2 | 14 | -2 | 2 | -0.7
COc1ccc(CNC(=O)C2CCN(S(=O)(=O)N3CCCCC3)CC2)cc1 | 13 | 20 | 6 | 9 | -4 | 0 | -1 | 14 | 0.2
CCOc1ccc(S(=O)(=O)N(CC)CC(=O)NC2CCS(=O)(=O)C2)cc1 (stereo unspecified) | 17 | -8 | -5 | 1 | -1 | 3 | -1 | 8 | -0.6
FC(F)(F)c1nnc(-c2ccccc2)nc1N1CCOCC1 | -3 | 21 | 11 | 14 | -2 | -1 | 1 | 29 | -3.1
CC(C)C[C@H](NC(=O)N1CCn2c1nc1ccccc12)C(=O)N[C@@H](Cc1ccccc1)C(=O)O | -17 | 1 | 4 | 11 | 0 | -8 | -3 | 42 | -1.1
CN(C)c1cc(Nc2cccc(O)c2)c([N+](=O)[O-])c2nonc12 | 40 | 10 | 10 | 25 | -2 | 4 | 1 | -2 | 0.1
O=C(CSc1ccc(-c2ccccc2)nn1)N1CCN(c2ccccc2)CC1 | 13 | 7 | 7 | 6 | -2 | -4 | -2 | 6 | 4.0
COC(=O)c1cccc(CN2C(=O)SC(Nc3ccccc3)C2=O)c1 (stereo unspecified) | 22 | 19 | 7 | 15 | -8 | 7 | 1 | -20 | -0.7
CCOC(=O)CSc1ccc(C(=O)Nc2ccc(OC)cc2)cn1 | -6 | -2 | 4 | -14 | 5 | 29 | 2 | -27 | 0.9
C=CCC1(CC=C)CCCN1C(=O)c1cc(COc2ccc(-n3cncn3)cc2)on1 | -21 | 16 | -6 | -3 | 6 | -10 | -4 | 1 | 3.8
CC(NC(=O)COC(=O)C1CCC1)c1ccccc1 (stereo unspecified) | -4 | 4 | -3 | 4 | -3 | -2 | 0 | -2 | -0.7
CC(C)N(Cc1ccccc1)C(=O)CSc1nccn1C | 14 | 11 | 0 | 1 | -3 | 5 | -1 | 1 | 0.5
O=C(NCCc1ccccc1)c1cnc2ccccc2n1 | 3 | 20 | 0 | 15 | -3 | 5 | -7 | -70 | 3.6
CCOc1ccc(N2C(=O)c3ccc(C(=O)OCC(=O)N(CC)C4CCS(=O)(=O)C4)cc3C2=O)cc1 (stereo unspecified) | -14 | -1 | -3 | -3 | -4 | -13 | 2 | -3 | 1.1
COc1ccc(Cl)c(OC)c1C(=O)NC(=O)Nc1c(F)cc(F)cc1F | 1 | 12 | -5 | 3 | 0 | -11 | 3 | -8 | 0.4
CCC(=O)N1CCCc2cc(S(=O)(=O)N3CCN(c4ccccn4)CC3)ccc21 | 12 | -6 | -5 | 6 | 8 | 0 | -1 | 33 | -2.4
COc1ccc(S(=O)(=O)NCc2ccccn2)cc1NC(=O)c1ccccc1 | -1 | 8 | -2 | -3 | -4 | -5 | -1 | 45 | -0.8
CCOc1cc(C(=O)NCc2ccccc2)ccc1OCC(=O)N1CCOCC1 | 11 | 10 | -11 | 14 | 1 | -23 | 1 | 2 | -0.9

Some of the compounds tested. The share of hits here may be higher or lower than overall.
